ADAM17 inh: inhibitors of human ADAM17; P78536; recombinant ADAM17, EDANS/DABCYL FRET peptide cleavage; inhibition, % at 6.95 µM; 0.83% of 370,000 active; AID 720648;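 active means inhibition above the mean of compounds lying between control limits plus 3 SD, set per campaign, cut at about 8.5% in these data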;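 further: 0% = DMSO-only wells as the low control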
DDE Tn6 FP inh: DD(E)-Tn6 binding inhibition, primary FP screen; inhibition, % at 8.3 µM; P02675; Fibrin DD(E) TRITC-Tn6 fluorescence polarization displacement; 0.21% of 370,000 active;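 active means inhibition above a per-campaign cutoff: mean of compounds within control limits plus 3 SD, cut at about 15% in these data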;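 further: 0% = median of all compound wells on the plate and 100% = blocking peptide control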
ASAP1 inh: ASAP1 ArfGAP inhibition; Q9ULH1; ASAP1-stimulated ARF1 GTP hydrolysis, GDP FP detection; inhibition, % at 16.5 µM; 0.19% of 360,000 active; in the data active means inhibition above about 25%;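 further: 0% = vehicle with enzyme and substrate and 100% = no enzyme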
Target sequence (Q9ULH1 325-724 limits assumed): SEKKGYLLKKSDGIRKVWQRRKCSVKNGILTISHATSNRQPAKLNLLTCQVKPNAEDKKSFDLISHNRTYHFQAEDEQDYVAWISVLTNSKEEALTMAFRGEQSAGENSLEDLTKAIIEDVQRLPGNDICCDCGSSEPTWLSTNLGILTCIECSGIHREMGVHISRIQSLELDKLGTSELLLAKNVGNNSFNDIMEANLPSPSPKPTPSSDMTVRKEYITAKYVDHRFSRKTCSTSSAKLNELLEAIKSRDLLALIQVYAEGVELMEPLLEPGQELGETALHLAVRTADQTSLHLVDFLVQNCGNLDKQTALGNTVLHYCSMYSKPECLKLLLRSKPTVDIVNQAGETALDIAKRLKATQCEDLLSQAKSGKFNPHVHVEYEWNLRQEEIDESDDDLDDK
LEDGF integ inh: blocks HIV-1 LEDGF/p75-dependent DNA integration | TR-FRET IN-LEDGF/p75 DNA integration, Eu/Cy5 | inhibition, % at 3.7 µM | 0.64% of 370,000 active;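 active means inhibition above the screen-wide mean plus 3 SD, cut at about 13% in these data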;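 further: signal is the Cy5 over europium emission ratio at 671 and 618 nm; 0% = plate median of compound wells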
TDP2 absorb: TDP2 (human) inhibition, absorbance primary screen | recombinant TDP2, T5PNP hydrolysis, p-nitrophenol absorbance 415 nm | inhibition, % at 12.8 µM | 0.34% of 370,000 active | AID 720702;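 active means inhibition above the mean of all tested compounds plus 3 SD, set per campaign, cut at about 25% in these data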;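 further: 0% = DMSO with enzyme and 100% = buffer with substrate but no TDP2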
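Material: recombinant human TDP2; quantity: TDP2 enzyme at 120 nM final; medium: Tris-HCl pH 7.5 with MgCl2; compound: single concentration, 12.8 µM nominal, with 1% DMSO; incubation: 2 h enzyme incubation at 37 °C; signal: epi absorbance; measure: percent inhibition; benchmarks: high control without enzyme, low control DMSO plus TDP2; repeats: singlicate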
ARFGAP1 inh: inhibitors of rat ARFGAP1; AID 651572; 0.26% of 360,000 active; inhibition, % at 16.5 µM; Arfgap1-stimulated ARF1 GTP hydrolysis, GDP FP detection;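 active means inhibition above a per-plate limit, mean inhibition of low control wells plus 3 SD, cut at about 25% in these data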;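 further: 0% = DMSO wells with enzyme and 100% = wells lacking Arfgap1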
Target sequence (Q62848 1-136 limits assumed): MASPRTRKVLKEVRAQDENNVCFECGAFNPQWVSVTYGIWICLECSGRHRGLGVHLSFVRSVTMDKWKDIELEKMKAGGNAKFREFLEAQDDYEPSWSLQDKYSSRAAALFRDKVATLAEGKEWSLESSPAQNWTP
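system = rat Arfgap1 catalytic domain, aa 1-136 | technique = FP, GDP Alexa 633 tracer displaced from anti-GDP antibody, 620/688 nm | compound = one concentration, 16.5 µM, DMSO 1.26% | medium = HEPES-based buffer, pH 7.5 | timing = compound-enzyme preincubation 20 min, reaction 120 min, detection 60 min, 25 °C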
Tn7 DDE FP: inhibitors of Tn7 peptide binding to human fibrin DD(E) | FP displacement of FITC-Tn7 peptide from fibrin DD(E); 0% = median of compound wells per plate | 0.13% of 370,000 active | inhibition, % at 8.3 µM;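 active means inhibition above the mean of compounds falling within the control limits plus 3 SD of them, cut at about 14% in these data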;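 further: 0% = plate median of compound wells and 100% = 10 µM Aha-Tn7 peptide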
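assay system = human clot-derived fibrin DD(E) complex | quantity = Fibrin-DD(E) at 2 µM final | timing = 10 min preincubation, 3 h with tracer, room temperature | signal = fluorescence polarization | measure = percent inhibition | benchmarks = high control wells with 10 µM unlabelled Aha-Tn7 peptide (full inhibition) | replicates = singlicate testing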
KLK7 zymogen act: activates the human kallikrein-7 zymogen; P49862; purified proKLK7, EDANS-DABCYL substrate fluorescence; 100% is mature enzyme control, 0% vehicle; activation, % at 7 µM; 0.9% of 370,000 active; AID 652039;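 active means activation above the mean of all tested compounds plus 3 SD, computed per campaign excluding outliers beyond control limits, cut at about 13% in these data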
PLC-gamma1 inh: PLC-gamma1 (human) inhibition, primary screen. purified PLC-gamma1, fluorogenic substrate, fluorescence. inhibition, % at 12.2 µM. 0.84% of 370,000 active. AID 720700; in the data active means inhibition above about 9.5%
ADAM10 inh: inhibits human ADAM10 | O14672 | recombinant ADAM10, EDANS/DABCYL FRET peptide cleavage, 3 h | inhibition, % at 7 µM | 0.62% of 370,000 active;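 active means inhibition above a per-campaign cutoff equal to the mean of compounds falling between control-based bounds plus 3 SD, cut at about 20% in these data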;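 further: 0% = DMSO wells while the 100% control is not disclosed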
Target sequence (O14672 214-748 limits assumed): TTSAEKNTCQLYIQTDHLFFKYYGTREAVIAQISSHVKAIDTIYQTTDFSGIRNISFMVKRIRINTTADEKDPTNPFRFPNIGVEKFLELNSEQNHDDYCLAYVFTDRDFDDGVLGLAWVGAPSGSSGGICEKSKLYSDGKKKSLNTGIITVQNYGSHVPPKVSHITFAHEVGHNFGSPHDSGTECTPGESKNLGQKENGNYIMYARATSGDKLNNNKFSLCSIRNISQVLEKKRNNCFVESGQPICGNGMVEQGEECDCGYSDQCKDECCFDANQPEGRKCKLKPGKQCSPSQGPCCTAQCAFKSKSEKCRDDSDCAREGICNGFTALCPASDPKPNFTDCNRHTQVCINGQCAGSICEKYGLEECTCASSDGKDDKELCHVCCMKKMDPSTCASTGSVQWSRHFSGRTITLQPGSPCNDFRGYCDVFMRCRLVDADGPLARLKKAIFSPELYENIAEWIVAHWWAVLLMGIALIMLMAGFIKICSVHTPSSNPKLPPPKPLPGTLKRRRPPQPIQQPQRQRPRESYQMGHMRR
An asterisk follows results filed as active; i = inactive.

SMILES	ADAM17 inh	DDE Tn6 FP inh	ASAP1 inh	LEDGF integ inh	TDP2 absorb	ARFGAP1 inh	Tn7 DDE FP	KLK7 zymogen act	PLC-gamma1 inh	ADAM10 inh
Cc1ccc(NC(=O)C(C)c2cccc(C(=O)c3ccccc3)c2)cc1O (stereo not drawn)	5.1	-1.2	6.2	0.9	0.0	-1.0	0.4	1.1	-0.7	7.6
COC(=O)c1ccc2c(=O)n(CCCCCC(=O)NCc3ccccc3)c(=O)[nH]c2c1	-2.6	0.1	1.5	2.8	-7.8	14.6	-2.4	-0.3	-2.7	-7.5
CCOC(=O)c1cccc(NC(=O)CSc2nnnn2C)c1	-6.4	2.7	-3.5	-0.4	6.8	9.8	3.9	0.1	1.1	-2.6
N#Cc1c(/N=C/c2ccccc2)oc(-c2ccccc2)c1-c1ccccc1	-4.8	-9.9	8.9	12.9	11.8	5.1	0.2	0.2	-24.1	-9.3
CCCOc1ccc2c(C)c(CC(=O)OC)c(=O)oc2c1	-311.6	1.8	13.1	-1.2	7.6	-16.7	1.2	6.8	-122.4	i
CN(C)/C=C(/C#N)C(=O)c1cccc(Oc2ccc(C(C)(C)C)cc2)c1	-0.5	0.3	-8.5	-1.9	10.4	-6.5	1.8	0.2	4.2	10.0
Cc1cc(C)cc(Cn2c(C)c(C(=O)N(C)Cc3ccc(F)cc3)sc2=O)c1	1.2	10.3	4.9	-1.5	4.7	-9.5	0.1	-0.1	1.1	-0.5
Cc1cccc(C(=O)Nc2ccccc2NC(=O)c2cccc(C)c2)c1	-2.5	7.4	8.5	3.0	-10.9	7.8	6.2	-1.1	-2.5	3.7
CCOC(=O)N1CCN(C(=O)COc2ccccc2OC)CC1	-0.1	-1.5	-3.0	-1.9	4.2	4.5	2.8	0.0	-0.1	5.2
CCCCn1c(N)c(N(CCOC)C(=O)CSc2n[nH]c(-c3ccc(OC)cc3)n2)c(=O)[nH]c1=O	-1.0	-3.0	-5.4	4.8	-5.1	4.1	2.4	0.0	-0.7	-4.1
CCN(C(=O)CN1CCC(C)CC1)c1c(N)n(Cc2ccccc2)c(=O)[nH]c1=O	-5.3	-0.7	-6.5	-0.5	-0.2	-3.3	-0.2	0.1	-4.1	-5.5
COC(=O)c1ccc(-c2ccco2)n1Cc1cccc(C)c1	0.0	-1.0	2.8	-0.2	-5.6	-11.3	-12.2	-0.6	-5.7	-0.7
Cc1ccc(-c2cnc3c(c2)C(=O)N([C@H](C)CO)C[C@@H](C)[C@@H](CN(C)C(=O)Cc2ccccc2)O3)cc1	-1.2	0.6	-0.4	-0.5	-3.7	-8.0	1.9	0.1	0.1	-4.3
CCOC(=O)c1[nH]c(C)c(C(=O)NC(C)(C)C)c1C	-1.4	-4.9	-7.4	-0.2	1.6	-10.4	7.4	-0.3	-1.0	0.8
NC(=O)c1ccccc1NC(=S)NC(=O)c1ccc(Br)o1	-24.6	-7.7	-4.5	2.1	-10.9	-5.2	-6.8	1.9	-16.6	-82.5
CN(C)c1ccc(C(C(=O)NCC2CCCO2)N(Cc2ccccc2)C(=O)c2snc(C(N)=O)c2N)cc1 (stereo not drawn)	-1.2	-4.7	-6.2	3.4	13.2	5.5	0.1	0.1	-0.1	-6.1
CCN1C(=O)c2ccccc2Sc2ccc(C(=O)NCCCN(CC(C)C)CC(C)C)cc21	2.9	-4.0	-10.5	3.6	-17.0	8.2	-6.8	0.0	3.4	1.6
CCN1Cc2c(/C=C/c3ccccc3)nc3ccc(OC)cc3c2N(c2cccc(Cl)c2)C1	-20.5	-15.6	1.9	1.9	-0.1	6.7	-9.8	-1.4	-111.5	-47.4
CC(c1ccc2ccccc2c1)c1ccccc1C(=O)O (stereo not drawn)	2.9	-1.4	1.4	3.5	-1.5	-4.8	-0.7	-0.3	-4.2	-14.0
CCN(CC)c1ccc(C(=C2C=CC(=[N+](CC)CC)C=C2)c2ccc(S(=O)(=O)O)cc2S(=O)(=O)[O-])cc1	-0.4	-4.9	118.8*	-10.6	-12.0	120.9*	0.4	-0.2	-0.6	-6.8

Single values from the entries so far:
Under TDP2 absorb, `NC(=O)c1ccccc1NC(=S)NC(=O)c1ccc(Br)o1` has -10.9
Under ADAM17 inh, `CCN(C(=O)CN1CCC(C)CC1)c1c(N)n(Cc2ccccc2)c(=O)[nH]c1=O` has -5.3

Returning to the listing; the 3 compounds before the break are reprinted first.
SMILES	ADAM17 inh	DDE Tn6 FP inh	ASAP1 inh	LEDGF integ inh	TDP2 absorb	ARFGAP1 inh	Tn7 DDE FP	KLK7 zymogen act	PLC-gamma1 inh	ADAM10 inh
CCN1Cc2c(/C=C/c3ccccc3)nc3ccc(OC)cc3c2N(c2cccc(Cl)c2)C1	-20.5	-15.6	1.9	1.9	-0.1	6.7	-9.8	-1.4	-111.5	-47.4
CC(c1ccc2ccccc2c1)c1ccccc1C(=O)O (stereo not drawn)	2.9	-1.4	1.4	3.5	-1.5	-4.8	-0.7	-0.3	-4.2	-14.0
CCN(CC)c1ccc(C(=C2C=CC(=[N+](CC)CC)C=C2)c2ccc(S(=O)(=O)O)cc2S(=O)(=O)[O-])cc1	-0.4	-4.9	118.8*	-10.6	-12.0	120.9*	0.4	-0.2	-0.6	-6.8
CCCn1c(SCC(=O)N2CCCCC2)nnc1-c1ccccn1	-3.8	0.6	3.1	0.8	3.9	-14.7	0.9	0.6	-2.4	-6.1
Cc1onc(-c2ccccc2)c1C(=O)NC1CCC(C)CC1 (stereo not drawn)	5.1	0.4	-4.5	-4.3	-9.4	4.7	-1.1	-0.2	4.2	-0.3
COCCN(CCOC)Cc1c(O)ccc2c3c(c(=O)oc12)CCC3	i	-0.8	-5.3	-0.1	-2.1	8.9	-10.2	61.2*	i	i
CCN(CC)CC(=O)c1c[nH]c2ccc(C)cc12	-4.7	-7.7	2.0	0.5	3.0	3.0	-4.5	-0.9	-5.0	-6.9
CCN(CC)c1ccc(/C=N/NC(=O)C(O)c2ccccc2)cc1 (stereo not drawn)	-93.4	4.9	-2.4	-2.7	-0.9	4.6	1.4	1.3	-40.8	-260.6
Nc1ccc(-c2cc3ccccc3c(=O)o2)cc1	-12.0	-1.3	5.0	-5.8	-8.0	8.1	-0.8	-1.1	i	-39.0
CN(C)S(=O)(=O)c1ccc(N2CCCC2)c(C(=O)NNC(=O)c2ccc(F)cc2)c1	-5.4	12.5	3.4	3.9	-5.7	10.0	0.9	0.6	1.7	-14.1
COCCCNc1c2c3c(cccc3[nH]c1=O)C(=O)c1ccccc1-2	-4.7	85.8*	0.6	1.1	1.4	-4.2	5.8	11.0	i	-9.0
Cc1cccc(NC(=O)NC2CCCCCCC2)c1	-3.3	1.2	-3.7	0.4	2.6	-13.4	1.7	0.0	9.4	0.8
N#CC1C(=O)NC(N2CCN(c3ccccc3)CC2)=NC12CCCCC2 (stereo not drawn)	-2.7	4.6	4.4	-0.2	6.0	8.1	-9.1	-0.3	-0.1	-4.8
Cc1cccc(N/N=C2/COC(C)(C)CC2=O)c1	0.6	-0.2	0.4	-1.4	-5.8	5.4	3.4	-0.7	2.9	-1.4
CCOC(=O)C1=CC[C@@H](c2ccccc2C(F)(F)F)N(S(=O)(=O)c2ccc(C)cc2)[C@H]1c1ccc(C#N)cc1	-3.5	-1.1	11.2	-0.3	5.9	9.2	4.1	-0.2	1.2	-11.7
CCC(C)[C@H]1COCCS(=O)(=O)N1Cc1ccc(Cl)cc1Cl (stereo partly drawn)	4.8	-3.2	-9.2	0.6	-12.2	5.9	-1.7	0.1	3.2	10.6
CC(C)CC(NC(=O)C(NC(=O)OC(C)(C)C)C(C)C)C(=O)NC(CCC(=O)OCc1ccccc1)C(N)=O (stereo not drawn)	-3.7	-3.5	-0.7	-0.8	4.3	9.3	1.7	0.3	-1.4	-6.8
CC(=O)NC(Cc1ccccc1F)C(=O)NC1CCN(C(=O)NCc2ccccc2)CC1 (stereo not drawn)	-2.2	-1.9	-7.2	-6.7	-8.2	4.8	3.7	-0.3	-0.2	-10.3
COC(=O)c1ccccc1COn1c(=O)c[n+]([O-])c2ccccc21	-5.3	-2.6	-5.8	2.1	15.9	-1.7	-16.0	-0.5	-17.0	-24.0
CCOC(=O)[C@]12CCCC=C1N(Cc1ccc(Cl)cc1Cl)C(=O)[C@H](CC(=O)NCC13CC4CC(CC(C4)C1)C3)C2	-1.4	-3.4	-3.3	-3.0	2.4	2.9	-2.9	0.5	3.4	-4.2
Cc1ccc(C)c2c1c1ccccc1n2C	-6.9	-0.7	-10.0	0.2	-3.5	6.0	8.0	-0.3	1.1	-6.9
Cc1cc(C)c(NC(=O)Cn2cnc3c(oc4ccccc43)c2=O)c(C)c1	-4.5	-1.1	-4.6	1.9	1.9	4.1	1.2	0.7	-0.2	5.6
CN(CCC#N)C(=O)c1cc2c(Cl)nc3ccccc3c2s1	-4.8	-1.8	-7.0	-0.1	-8.4	0.3	12.1	0.2	1.2	0.3
CCCNS(=O)(=O)c1ccc(CCC(=O)NCC2CCCO2)cc1 (stereo not drawn)	-0.7	0.4	6.9	0.8	-0.3	13.3	-2.9	-0.2	1.6	0.8
Cc1ccc2nc(-c3ccc(NC(=O)Cc4cccs4)cc3)[nH]c2c1	-113.8	-7.7	5.6	3.4	-23.5	3.8	-1.0	52.4*	-35.3	-270.3
O=C(CN1CCN(CCC(=O)Nc2ccccc2F)CC1)Nc1ccc(Cl)cc1	-6.6	-4.4	-9.3	3.3	1.3	7.0	-1.4	0.2	-1.4	0.8
CC(=O)O[C@@H]1C[C@@]2(C)[C@@H](CC[C@H]2[C@@H](C)/C=C\CC(C)C)C2=C[C@@H](O)[C@@]3(O)C[C@@H](O)[C@H](O)C[C@]3(CO)[C@]21O	2.7	5.4	15.7	-0.9	-6.4	-7.2	8.2	-0.2	0.7	-10.2
COc1cc(CNC2CCCCC2OC)cc(OC)c1 (stereo not drawn)	-3.2	3.7	-2.9	-1.8	2.2	7.8	-0.8	0.0	-0.5	-2.9
CCOc1cc(/C=C2/N=C(C)C(C(=O)OC)=C2O)ccc1O	-4.3	-6.1	6.9	-3.5	-3.0	5.8	-11.3	0.3	-9.2	-6.0
O=C(Cc1nc2ccccc2[nH]1)c1cccc([N+](=O)[O-])c1	-20.8	2.7	-7.9	4.6	-12.1	1.1	-5.2	0.1	-32.4	-59.8
CC1=NN(c2ccc(N)cc2)C(=O)C1	-4.3	-3.2	8.6	2.2	37.8*	23.2	-2.8	0.3	-5.6	-1.7

Screening data as filed in PubChem BioAssay.
